Source: PubChem BioAssay
SK-BR-3 tox 24h – SK-BR-3 proliferation inhibitors. AID 847. hit rate 0.47% among 41,000. viability, % at 10 µM. SK-BR-3 viability, CellTiter-Glo ATP luminescence, 24 h; active compounds read low;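 active = viability at or below the median of all test compounds minus 3 SD, in both replicates if run twice, cut at about 45% in these data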;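 also: 100% = median untreated cell wells and 0% = median positive control drug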
* hit, by the source's call. This is a subset; the hit share may differ from the screen's.

molecule,SK-BR-3 tox 24h
Cc1ccc(OCc2ccc(C(=O)Nc3nccs3)o2)cc1,121.7
CCCN1C(=O)C(NC(=O)c2ccncc2)(C(F)(F)F)C2=C1CC(C)(C)CC2=O (configuration not stated),93.2
COc1ccc(NC(=O)c2cc(-c3ccccc3OC)on2)cc1,48.3
Cn1cnc2c1c(=O)n(Cc1ccc(F)cc1Cl)c(=O)n2C,98.5
CN(C)C(=O)NCc1ccc(S(N)(=O)=O)cc1,104.0
CCc1ccc(NC(=O)CSc2nnc(-c3cnccn3)n2Cc2ccco2)cc1,62.4
Cc1ccc(-c2nn3c(-c4ccco4)nnc3c3ccccc23)cc1S(=O)(=O)N1CCOCC1,78.0
COC(=O)CC1=C(C(=O)OC)C(c2ccc3c(c2Cl)OCO3)C(C#N)=C(N)O1 (configuration not stated),82.2
COCCNC(=O)C(C#N)c1nc2ccccc2nc1N1CCCCCC1 (configuration not stated),94.4
CSc1ccccc1NC(=O)c1ccncc1,102.3
O=C(O)CSc1nnc(CNc2ccccc2Cl)n1-c1ccccc1,105.7
CCc1cccc(NC(=O)C2CCCC2)c1,102.6
Cc1ccc(Nc2nc(N3CCOCC3)nc(N3CCOCC3)n2)cc1,91.3
O=C(CN1CCN(Cc2ccc3c(c2)OCO3)CC1)N1CCc2[nH]c3ccc(F)cc3c2C1,76.5
CCCn1c(=NC(=O)c2ccco2)c(C(=O)OCC)cc2c(=O)n3ccccc3nc21,81.3
CCc1cc2c(=O)[nH]cnc2s1,90.8
CCCCNC(=O)C1C2C=CC3(CN(Cc4ccccc4Cl)C(=O)C13)O2 (configuration not stated),84.8
CC1(C)S[C@@H]2[C@H](NC(=O)Cc3ccccc3)C(=O)N2[C@H]1C(=O)O,105.7
CCCCc1oc2ccccc2c1C(=O)c1cc(I)c(OCCN(CC)CC)c(I)c1,71.0
O=C(C1CCN(Cc2cc(Cl)ccc2O)CC1)N1CCN(Cc2ccccc2)CC1,70.2
Cc1ccc2oc(=O)cc(CN3CCC(C)CC3)c2c1,55.6
Cc1ccc(NC(=O)CCc2c(C)nc3ncnn3c2C)cc1,68.1
Cc1c(N=C2NC(=O)C(CC(=O)Nc3ccc(Cl)cc3)S2)c(=O)n(-c2ccccc2)n1C (configuration not stated),102.1
COc1ccccc1-n1c(SCC(=O)N2CCCCC2)nc2cccnc21,89.0
O=C(CC(Nc1ccccc1)C(=O)O)c1ccccc1 (configuration not stated),82.4
COc1ccc(CNC(=O)C2C3C=CC4(CN(Cc5cccnc5)C(=O)C24)O3)cc1 (configuration not stated),105.0
Cc1ccc(-c2nnc(SCC(=O)N3CCN(c4ccccc4)CC3)o2)cc1,90.2
Cn1c(=O)c2c(nc(CN3CCN(c4ccccc4)CC3)n2CCc2ccccc2)n(C)c1=O,82.9
CCOc1cc(C(=O)Nc2cc(C)on2)cc(OCC)c1OCC,96.1
COc1cccc(-c2nnc(NC(=O)c3ccc(S(=O)(=O)N4CC(C)OC(C)C4)cc3)o2)c1 (configuration not stated),61.4

The list continues.
molecule,SK-BR-3 tox 24h
CCCCSc1nc(C)c(CC(=O)OC)c(=O)[nH]1,91.4
c1ccc(-c2noc(C3CCCCC3)n2)nc1,76.2
COc1cccc(C2CC(c3ccccc3Cl)n3ncnc3N2)c1 (configuration not stated),72.2
CN1CCN(c2nc3nonc3nc2N2CCN(C)CC2)CC1,101.7
Cc1ccc(S(=O)(=O)C(C#N)c2nc3ccccc3nc2N2CC(C)OC(C)C2)cc1C (configuration not stated),93.2
COC(=O)c1ccccc1NC(=O)CN1CCC(n2nnc3cc(C)ccc32)CC1,82.5
COc1ccc(OC)c(S(=O)(=O)N2C(C)CCCC2C)c1 (configuration not stated),89.3
COc1cccc(-c2noc(CCC(=O)Nc3cccnc3)n2)c1,102.2
COc1ccc(N2CCN(C(=O)c3ccc(-n4nc(C)cc4C)cc3)CC2)cc1,90.9
CCCCC(=O)NCCc1cc2c(OC)ccc(OC)c2[nH]c1=O,76.8
COc1ccc(NC(=O)Cn2nnc(-c3ccccc3NC(=O)c3cccs3)n2)cc1,48.4
CC1(C)OC(=O)C(=CNCC(=O)NCC(=O)O)C(=O)O1,72.6
Cc1cccc2sc(NC(=O)CCNS(=O)(=O)c3cccc4nonc34)nc12,78.4
Oc1ccccc1C1=Nc2ncnn2C(c2ccc(F)cc2)C1 (configuration not stated),81.4
CC1SC(c2cccc(Cl)c2)NC1=O (configuration not stated),103.3
CCP(=O)(c1ccccc1)C(C)(C)O (configuration not stated),89.5
CCNC(=O)CC1C(=O)N(c2cccc(OC)c2)C(=O)N1CCOC (configuration not stated),97.5
COc1ccc(OC)c(S(=O)(=O)N2CCC(C(=O)Nc3cccc(C)c3C)CC2)c1,85.5
CSc1nccn1CC(=O)Nc1ccc(F)cc1,88.0
O=C(CN1C(=O)CCC1=O)Nc1nc(-c2ccc(Cl)s2)cs1,87.9
Cc1ccc(N2CCN(CCc3nc4cc(NC(=O)c5ccco5)ccc4n3C)CC2)cc1,84.0
O=C(CSc1nnc(-c2ccc(F)cc2)o1)N1CCN(C(=O)c2ccco2)CC1,106.0
CCOC(=O)c1ccc(OCC(=O)c2ccc(O)cc2O)cc1,90.6
COC(=O)CCC(=O)c1oc2ccccc2c1NC(=O)CCCN1C(=O)c2ccccc2C1=O,109.6
CCOC(=O)c1[nH]c2ccccc2c1NC(=O)CN1CCCCC1,98.4
CCCCOc1ccccc1NC(=O)CC1SC(=NCC)N(CC)C1=O (configuration not stated),102.7
COc1ccc(-n2nc(C(=O)NCc3ccco3)c3c4ccccc4n(C)c3c2=O)cc1Cl,79.0
CC(C)[C@@H](C(=O)NCC1CCC(C(=O)O)CC1)n1nnc2ccccc2c1=O (some centres not stated),86.2
C/C=C/c1ccc(OCCn2cncn2)c(OC)c1,101.5
C=CCn1c(=N)n(CC(O)c2ccco2)c2ccccc21 (configuration not stated),84.4

Additional entries:
molecule,SK-BR-3 tox 24h
CCOc1ccc(NC(=O)C(CC)NC(=O)c2ccccc2CO)cc1 (configuration not stated),95.8
Cn1ncc(Br)c1C(=O)Nc1ccc(Cl)cn1,95.8
CCOc1cc(N2CCOCC2)c(OCC)cc1NC(=O)CSc1cccc[n+]1[O-],103.0
CCn1c(SCC(=O)Nc2nc3ccc(C)cc3s2)nc2c(c1=O)SC(C)C2 (configuration not stated),106.7
CC(=O)c1c(C)n(C)c2ccc(OC(=O)c3ccco3)cc12,91.2
CCOCCn1c(CN2CCN(c3ccccc3)CC2)nc2c1c(=O)n(C)c(=O)n2C,77.3
N#CCCC12CCCCC1=Nc1ccccc12 (configuration not stated),96.6
CCN(CC)c1nc2ccccc2nc1C(C#N)C(=O)NCCc1ccccc1 (configuration not stated),99.5
COc1cccc(NC(=O)Nc2cc(C)ccc2F)c1,104.9
Cc1nc2ccc(C(=O)N3CCSCC3)cc2s1,87.4
Cc1c(NC(=O)NCc2ccccc2)c(=O)n(-c2ccccc2)n1C,95.8
Cc1cc(Cl)ccc1OCC(=O)N1CC(C)CC(C)C1 (configuration not stated),97.3
c1cn(CC2(Cn3ccnc3)COC2)cn1,93.4
Cc1nnc2c(NC(C)C)nc3ccccc3n12,91.3
CCOC(=O)C1[C@H]2C(=O)N(CCCOC)C[C@]23C=C[C@H]1O3 (some centres not stated),88.0
Cc1onc(-c2c(F)cccc2Cl)c1C(=O)NCc1cccs1,89.8
Cc1nc2ccc3nc(NC(=O)c4ccc5c(c4)OCCO5)sc3c2s1,101.2
Cc1ccc(Cn2c(N3CCCCCC3)nc3c2c(=O)[nH]c(=O)n3C)cc1,57.7
COc1ccc2c(c1OC)C(=O)O[C@@H]2[C@H]1c2c(cc3c(c2OC)OCO3)CCN1C,101.9
CCSc1nnc(NC(=O)c2cccc(OCc3c(C)noc3C)c2)s1,86.7
Cc1cc(S(=O)(=O)Nc2cccnc2)c(C)s1,72.7
CC(C)(C)c1[nH]nc2c1C(c1ccccc1OC(=O)N1CCOCC1)C(C#N)=C(N)O2 (configuration not stated),121.7
COc1cccc(C2C(C(=O)NCc3ccccc3)=C(C)Nc3ncnn32)c1 (configuration not stated),84.9
CCc1c(C)nc(N)n2c(SCC(=O)N3CCN(c4ccccc4)CC3)nnc12,81.3
COc1ccc(S(=O)(=O)NC2CC(C)(C)NC(C)(C)C2)c(C)c1C,101.4
COc1ccc(OC(C)C(=O)N2CCc3ccccc3C2)cc1 (configuration not stated),91.0
COC(=O)C1=CN(C)C=C(C(=O)OC)C1c1ccccc1Cl,127.0
CC(/C(O)=C(\C#N)c1nc2ccccc2n1C)N1C(=O)c2ccccc2C1=O (configuration not stated),79.6
CCCCOC(=O)Nc1nc(C)c(C(=O)OCC)s1,96.1
Cc1ccc(C)n1CCN1CCN(C(=O)c2ccco2)CC1,83.5

Next section:
molecule,SK-BR-3 tox 24h
CCCc1nc2ccccc2c(=O)n1-c1c(C)n(C)n(-c2ccccc2)c1=O,106.9
Cc1cc(C)cc(-n2c3nc4ccccc4nc3c3c(=O)n(Cc4ccco4)cnc32)c1,152.6
COc1ccc(NC(=O)C2CCN(C(=O)NCc3ccccc3)CC2)cc1,64.3
CCOC(=O)N1CCN(C(=O)c2cc(S(=O)(=O)N3CCCC3)cn2C)CC1,78.1
CC(C)(C)C(=O)NC1CCN(S(=O)(=O)c2ccccc2F)CC1,94.5
CC(C)CN(CC(C)C)C(=O)C12CCC(C)(C(=O)C1)C2(C)C (configuration not stated),114.6
CN1CCN(c2oc(-c3ccco3)nc2S(=O)(=O)c2ccccc2)CC1,91.2
CCc1cn([C@H]2C[C@H](O)[C@@H](CO)O2)c(=O)[nH]c1=O,76.3
c1ccc(-c2ccccc2-c2nc(-c3cccnc3)no2)cc1,81.7
COC(=O)CN(C#N)c1nc(OC)nc(N(C)C)n1,86.6
Cc1ccc(-c2nn(C)c(=O)c3ccccc23)cc1CNC(=O)CSc1nc2ccccc2o1,93.3
O=C(Nc1cccc(Oc2ccc3c(c2)C(=O)NC3=O)c1)c1ccco1,85.8
Cc1ccc(S(=O)(=O)N2CCN(Cc3cccc(C)c3O)CC2)cc1,77.7
CC(=O)c1cccc(N=C2NC(=O)C(CO)(CO)S2)c1,75.1
CCCOc1ccc(CCN2CCC(=O)NC2=O)cc1C,81.0
Cc1ccc(NC(=O)CS(=O)CC(=O)NCCCN(C)c2ccccc2)cc1 (configuration not stated),91.0
CCS(=O)(=O)CCSc1nc(C)cc(C)c1C#N,96.7
CC(=O)Nc1c(O)n(C)c2ccccc12,98.2
CC(C)c1nnc(NC(=O)C2CCN(c3nc4ccccc4s3)CC2)s1,83.7
O=C1CCCC(O)=C1C1C2=C(CCCC2=O)Oc2ccccc21 (configuration not stated),72.9
CCOC(=O)[C@H](CCc1ccccc1)N[C@@H](C)C(=O)N1CCC[C@H]1C(=O)O,92.4
O=C(C1CCN(S(=O)(=O)c2cccc3nsnc23)CC1)N1CCN(c2ccccc2F)CC1,85.5
C=CCOC(=O)C1=C(C)NC(SC)=C(C#N)C1c1ccc(OCC)cc1 (configuration not stated),104.9
CCN(CC)C(=O)c1sc(NC(=O)Cc2cccs2)c(C#N)c1C,82.8
CC(Sc1nc(N2CCOCC2)c2c(c1C#N)CC(C)(C)OC2)C(=O)Nc1ccccc1 (configuration not stated),92.0
COC(=O)c1c(-c2cccnc2)csc1NC(=O)c1cc(C)on1,103.0
Cc1cc(NC(=O)CSc2ccc(-c3nc4cc(C)c(C)cc4[nH]3)cn2)no1,113.8
Cc1nc2ncnn2c(N2CCN(C(c3ccccc3)c3ccccc3)CC2)c1C,97.2
CCOC(=O)C1=C(C)NC2=C(C(=O)CC(c3ccc(OC)c(OC)c3)C2)C1c1ccc(C)o1 (configuration not stated),125.8
CCOC(=O)C1(CC)NC(c2ccco2)C2C(=O)N(c3ccc(C)cc3)C(=O)C21 (configuration not stated),134.3

Other entries follow.
molecule,SK-BR-3 tox 24h
COC(=O)CSc1nnc(-c2cccs2)n1-c1ccc(Cl)cc1,96.0
Cc1sc2nc(SCC(=O)NCc3ccco3)n(C)c(=O)c2c1C,86.7
COc1ccc(NC(=O)c2c(SC)nsc2SC)cc1,104.0
COc1ccc(C(=O)OC(C)CN2CCN(C)CC2)cc1OC (configuration not stated),89.3
COc1ccc(NC(=O)N2CCCC2C(=O)Nc2ccc(C)cc2)cc1 (configuration not stated),117.7
Cn1c(-c2ccc3ccccc3n2)nc2cnccc21,102.7
O=C(Nc1ncc2c(n1)CC(c1ccco1)CC2=O)c1ccc(Cl)cc1 (configuration not stated),93.5
CN1CCc2c(sc3c2c(=O)n(-c2ccccc2)c2nnc(SCc4ccc(F)cc4)n32)C1,76.2
O=C(OCc1nnc(-c2ccc(Cl)cc2)o1)c1ccc(=O)n(Cc2ccccc2)n1,78.2

Gathered by group: the compounds so far containing a COOH group (6)
molecule,SK-BR-3 tox 24h
O=C(O)CSc1nnc(CNc2ccccc2Cl)n1-c1ccccc1,105.7
CC1(C)S[C@@H]2[C@H](NC(=O)Cc3ccccc3)C(=O)N2[C@H]1C(=O)O,105.7
O=C(CC(Nc1ccccc1)C(=O)O)c1ccccc1 (configuration not stated),82.4
CC1(C)OC(=O)C(=CNCC(=O)NCC(=O)O)C(=O)O1,72.6
CC(C)[C@@H](C(=O)NCC1CCC(C(=O)O)CC1)n1nnc2ccccc2c1=O (some centres not stated),86.2
CCOC(=O)[C@H](CCc1ccccc1)N[C@@H](C)C(=O)N1CCC[C@H]1C(=O)O,92.4
